GPR151 activ: activators of human GPR151; Q8TDV0; PathHunter beta-arrestin GPR151 cells, luminescence; activation, % at 11.2 µM; hit rate 1% among 650,000; AID 1508602; in the data active = activation above about 4.9%;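 also: 0% = median of compound wells and 100% = cells with positive control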
FBW7 act: activators of human E3 ligase FBW7 | AlphaScreen FBW7–phospho-cyclin E peptide binding, activator screen | normalized activity (activation), % at 26.1 µM | hit rate 0.13% among 650,000 | AID 1259310; in the data active = normalized activity above about 1.9%;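 also: purified mutant Fbw7 with reduced substrate affinity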
Target sequence (Q969H0 whole entry, looked up): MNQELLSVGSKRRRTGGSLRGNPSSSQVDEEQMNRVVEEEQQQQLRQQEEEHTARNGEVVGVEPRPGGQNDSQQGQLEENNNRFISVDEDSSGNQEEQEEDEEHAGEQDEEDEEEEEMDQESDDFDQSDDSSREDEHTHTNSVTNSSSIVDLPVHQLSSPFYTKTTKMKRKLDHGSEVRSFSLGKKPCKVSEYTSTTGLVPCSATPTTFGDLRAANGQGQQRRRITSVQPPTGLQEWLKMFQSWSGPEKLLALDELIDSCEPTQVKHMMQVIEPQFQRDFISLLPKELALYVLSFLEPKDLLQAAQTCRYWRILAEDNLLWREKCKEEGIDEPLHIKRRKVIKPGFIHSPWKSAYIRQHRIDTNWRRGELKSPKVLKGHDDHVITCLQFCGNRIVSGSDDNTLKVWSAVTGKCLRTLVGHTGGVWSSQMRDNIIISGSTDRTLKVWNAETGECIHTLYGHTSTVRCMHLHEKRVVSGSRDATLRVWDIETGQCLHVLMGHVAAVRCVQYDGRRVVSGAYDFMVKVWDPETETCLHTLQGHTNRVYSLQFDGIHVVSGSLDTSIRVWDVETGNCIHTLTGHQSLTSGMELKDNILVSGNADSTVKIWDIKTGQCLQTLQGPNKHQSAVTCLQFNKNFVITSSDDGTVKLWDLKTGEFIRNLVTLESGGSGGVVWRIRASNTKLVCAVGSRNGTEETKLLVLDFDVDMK
MITF inh: human MITF inhibition, primary screen; O75030; AlphaScreen MITF homodimerization, bead proximity signal; inhibition, % at 2.6 µM; hit rate 0.91% among 650,000; in the data active = inhibition above about 50%;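 also: 0% = vehicle wells with protein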
TEAD-YAP block: TEAD-YAP interaction inhibition | HEK-TIYL cells, TEAD-Gal4/YAP UAS-luciferase luminescence | inhibition, % at 9.12 µM | hit rate 1.4% among 640,000 | AID 1259422; in the data active = inhibition above about 32%;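 also: 0% = median of test compound wells and 100% = reference inhibitor wells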
Active calls of the source: *; nt = no result given; & = joins results of further samples.

Molecule,MITF inh,GPR151 activ,FBW7 act,TEAD-YAP block
C=CCC(NCc1ccco1)c1ccc(OC)cc1 (stereo not given),6,-0.8,0.0,3
CN1CCN(c2ccc(-c3ccc4c(-c5ccc6c(c5)OCO6)[nH]nc4n3)cn2)CC1,-3,1.5,0.5,-63
CCCCCSc1nnc(-c2ccc3[nH]c(C)c(C)c3c2)n1-c1ccccc1,2,0.2,0.0,-2
COC(=O)C1=C(N)Oc2cc(C)n(Cc3ccco3)c(=O)c2C1c1ccc(Cl)cc1 (stereo not given),-10,-0.7,-0.1,9
O=[N+]([O-])c1ccccc1CN1CCN(C2CCCC2)CC1,73*,-0.5,-0.1,1
COc1ccc2nc(N3C(=O)c4ccc(C(=O)O)cc4C3=O)sc2c1,-9,1.1,1.1,-19
COc1ccc(-c2cc(C(F)(F)F)nc(S(=O)(=O)CCCC(=O)Nc3ccccc3F)n2)cc1OC,0,-0.8,0.0,-51
O=C(Nc1ccc(F)c([N+](=O)[O-])c1)c1ccc(-c2cc(Cl)ccc2Cl)o1,7,0.4,-0.1,23
O=C(c1ccc(Br)cc1)N1CCN(c2ccccn2)CC1,2,0.4,0.0,0
Cc1ccc(S(=O)(=O)N2CC(C)OC(C)C2)c(C)c1C (stereo not given),-4,0.3,-0.1,9
COc1ccc(CCNC(=O)NC(C)(C)C)cc1,-17,-0.6,0.9,-11
C/C(=N/NC(=O)c1cc(-c2cccc([N+](=O)[O-])c2)n[nH]1)c1ccc([N+](=O)[O-])cc1,6,0.8,0.2,7
N#Cc1ccc(CO/N=C/c2ccccc2OC(F)F)cc1,10,-0.2,0.6,2
Cc1cnc2c(c1NCCC1=CCCCC1)c(=O)n(C)c(=O)n2C,0,0.0,0.0,-1
COC(CNC(=O)c1cc2c(s1)-c1ccccc1SC2)OC,-5,-1.4,-0.1,-65
CN(Cc1ccccc1)C(=O)CCNS(=O)(=O)c1ccc2c(c1)oc(=O)n2C,2,-0.2,0.0,-3
O=C(Nc1ccccc1)c1ccc(I)o1,6,-1.2,-0.2,-55
CCOC(=O)C1=C(c2ccc(F)cc2)C(=O)c2ccccc2C1=O,14,0.0,-0.6,26
N#CC(C#N)=Cc1ccc(NC(=O)/C=C/c2ccccc2)cc1,-9,-2.9,0.2,-8
O=C(NCc1cccnc1)c1cc2sc3ccccc3c2s1,19,0.8,0.0,-22

Overlap with the part before: 3 entries, followed by the next part.
Molecule,MITF inh,GPR151 activ,FBW7 act,TEAD-YAP block
CCOC(=O)C1=C(c2ccc(F)cc2)C(=O)c2ccccc2C1=O,14,0.0,-0.6,26
N#CC(C#N)=Cc1ccc(NC(=O)/C=C/c2ccccc2)cc1,-9,-2.9,0.2,-8
O=C(NCc1cccnc1)c1cc2sc3ccccc3c2s1,19,0.8,0.0,-22
CCC(=O)N(CC)c1nc(-c2ccccc2)cs1,1,-2.7,0.5,-36
COc1ccc(N=Cc2c(N3CCCC3)nc3c(C)cccn3c2=O)cc1,-1,-0.8,0.1,-1
COc1ccc(C(=O)Nc2cccnc2)cc1,7,-3.0,0.2,-11
Oc1ccc2ccccc2c1CN1CCCC1,7,-0.6,1.2,10
CC(=O)c1cc(-c2ccccc2)[nH]c1N1CCOCC1,12,0.1,0.1,4
Cc1cccc(OCC(=O)Nc2ccc(Cl)c(-c3nc4ccccc4o3)c2)c1,-12,-0.2,0.0,-2
O=C(COc1ccccc1Br)NN=C1CCCCC1,14,9.7*,-0.1,-2
COC(C)(C)CCCC(C)/C=N/Nc1ccc([N+](=O)[O-])cc1[N+](=O)[O-] (stereo not given),-6,-0.5,-0.2,8
CCOc1nc2cccc(C(=O)O)c2n1Cc1ccc(-c2ccccc2-c2nn[nH]n2)cc1,15&-6,2.2&0.4,0.0&0.1,2
Cc1ccc(NC(=O)CN(c2cc(C)ccc2C)S(C)(=O)=O)cc1,3,0.5,0.1,-6
O=C(Nc1nccs1)c1ccc(COc2ccccc2)o1,6,1.0,0.6,-65
CC/C=C\C[C@H]1O[C@H]1C/C=C\C/C=C\C/C=C\CCCC(=O)O,16,0.6,nt,nt
C=C(C)CN(CC)C(=O)C1CCN(Cc2cc(OC)ccc2OC)CC1,33,-1.6,0.2,10
O=C(Cc1cccs1)NCC12CC3CC(C1)CC(CNC(=O)Cc1cccs1)(C3)C2,-13,0.0,-0.1,7
O=C1CCCN1CCC(=O)N1CCCC(CO)(Cc2ccccc2)C1 (stereo not given),7,0.1,0.0,-51
O=C(c1ccncc1)N1CCC[C@@H](Cn2cc(C(=O)N3CCOCC3)nn2)C1,-10,-0.5,-0.1,2
CC1=CC=CC2=NC(=O)CC(C)(C(=O)N(CC(=O)NC(C)(C)C)c3ccccc3F)N12 (stereo not given),10,0.1,0.0,-1
CNC(=O)CN(c1cc(Cl)c(Cl)cc1Cl)S(C)(=O)=O,-2,-0.8,-0.2,4
O=C1CCN(Cc2cn[nH]c2-c2ccc(Cl)cc2)CCN1CCN1CCCC1,-4,1.8,-0.2,5
Cc1ccnc(NS(=O)(=O)c2ccc(NC(=O)c3ccc(N(C)C)cc3)cc2)n1,2,3.0,0.0,-4
COc1ccc(NC(=O)CSc2nc3ccsc3c(=O)n2Cc2ccccn2)c(OC)c1,9,-0.7,-0.2,-12
O=C(c1ccc(Br)c([N+](=O)[O-])c1)N1CCOCC1,-20,-0.4,0.1,-8
COc1ccc(OC)c(CNC2CCCc3ccccc32)c1 (stereo not given),35,1.3,0.1,3
COc1cc(-c2nc(-c3ccc(Cl)cc3)no2)cc(OC)c1OC,22,-1.0,0.9,-1
CCCNC(=O)CNC(=S)N(Cc1ccccc1)Cc1ccc(C)o1,4,1.2,-0.2,-1
O=C(NCc1cccc(C(F)(F)F)c1)c1cccc(-c2csc3ccccc23)n1,-4,-0.3,-0.1,-8
COC(=O)c1ccc(OCC2c3cc(OC)c(OC)cc3CCN2C(=O)CCc2ccccc2)cc1 (stereo not given),1,0.4,-0.1,7
CN(C)CCN(C)C(=O)c1cccc(OC2CCN(C3CCCCCC3)CC2)c1,8,-0.6,0.2,-7
COc1cc(-c2nc3sc4c(c3c(=O)[nH]2)CCCC4)cc(Cl)c1OCc1ccccc1F,1,-0.1,0.0,2
C/C(=N\OCc1ccc(C#N)cc1)c1ccc2c(c1)OCCO2,-2,-0.3,-0.1,-28
Cn1c(SCC#N)nnc1-c1ccccc1O,-5,0.8,-0.2,-2
O=C(Nc1cc(Cl)cc(Cl)c1)/C(=C\c1ccc2c(c1)OCO2)NC(=O)c1ccccc1Br,1,-0.2,0.0,-4
COc1cc(/C=N/NC(=O)c2ccccn2)cc(OC)c1OC,2,-0.2,-0.1,-42
NC(=O)c1c(NC(=O)C2CCCO2)sc2c1CCC2 (stereo not given),11,0.3,0.0,-19
CC1CC(C)CN(C(=O)c2ccc3c(c2)ncn3C2CCCC2)C1 (stereo not given),-10,-1.3,-0.1,-20
Cc1ccc(CN2CCNC(=O)C2CC(=O)NCC2(c3ccccc3)CCOCC2)o1 (stereo not given),-15,-0.8,0.0,-2
CSc1cccc(NC(=O)Cn2ncc3c(=O)oc4ccccc4c32)c1,3,-0.6,-0.1,10
COC(=O)c1ccc(NC(=O)CN(c2ccc(F)c(Cl)c2)S(C)(=O)=O)cc1,13,1.1,-0.1,-13
CCN(CCN(C)C)C(=O)c1cnn(-c2nccc(-c3ccccc3OC)n2)c1C,-8,-1.2,-0.1,-21
O=[N+]([O-])c1ccccc1N/N=C/c1ccc(O)c(O)c1,23,-8.4,-0.2,-37
COC(=O)c1ccccc1NC(=O)c1ccc(NC(=O)C(C)Oc2ccccc2)cc1 (stereo not given),-9,-1.5,-0.1,3
Cc1c(C(=O)NC(=S)Nc2cccc(-c3nc4ncccc4o3)c2)oc2ccccc12,6,0.3,0.2,-4
Cc1cc(N2CCC(C(=O)NCc3ccc(Cl)cc3)CC2)n2ncnc2n1,5,1.0,0.1,15
COc1ccc(NS(=O)(=O)c2cc(C)ccc2OC)cc1Cl,20,2.2,-0.2,1
Cc1ccc(-c2nnc(SCc3csc(C)n3)n2N)cc1,1,2.1,-0.1,0
CCOC(=O)c1c(NC(=O)CNc2ccc(OC)cc2)sc2c1CCCC2,2,3.2,0.0,12
COc1ccc2c(CNCc3cccc(Br)c3)c(C(=O)O)n(C)c2c1,-1,-1.3,-0.2,2
O=C(NNC(=O)c1ccccc1)NC1CCCCC1,6,1.1,0.1,-5
CCC(=O)NC(Nc1sc2c(c1C#N)CCC(C)C2)(C(=O)OC)C(F)(F)F (stereo not given),14,-0.8,0.0,-1
CCOc1ccc(NC(=O)c2nn(C)cc2Br)cc1,35,-2.0,0.1,-23

The results go on.
Molecule,MITF inh,GPR151 activ,FBW7 act,TEAD-YAP block
COC(=O)C1CSC(C(=O)OC)N1C(=O)NC(C)(C)C (stereo not given),6,-0.7,0.1,1
O=C(Nc1ccc(Cl)cc1)c1cnn(-c2ccc(F)cc2)c1C1CCNCC1,15,-0.3,1.6,-5
COc1ccc(/C(C)=N\NC(=O)Cn2nnc3ccccc32)cc1,11,-1.1,0.0,-10
CC1CCN(CCNC(=S)Nc2ccc(F)cc2)CC1,-2,1.6,-0.2,0
COc1cccc(-n2c(=O)[nH]cc(C(=O)Nc3cccc(Br)c3)c2=O)c1,6,0.5,-0.2,4
CN(C)N1C(=O)/C(=C\c2cc3c(cc2[N+](=O)[O-])OCO3)SC1=Nc1ccccc1,19,1.4,0.5,-12
O=C1NCCN(Cc2c(F)cccc2Cl)C1CC(=O)N1CCCCC1 (stereo not given),6,-0.4,0.3,-3
Cn1c(=O)n(Cc2ccccc2)c(=O)c2c1nc1oc(C(C)(C)C)cn12,-4,1.8,-0.1,0
Cc1ccc(C(C)C)c(OCC(=O)N/N=C/c2ccc[nH]2)c1,-9,-0.9,0.1,-1
O=C(CO)N/N=C/c1c(O)ccc2ccccc12,29,-1.0,-0.6,11

3 compounds out of the list, ordered by molecular weight, descending:
Molecule,MITF inh,GPR151 activ,FBW7 act,TEAD-YAP block
COC(=O)c1ccc(OCC2c3cc(OC)c(OC)cc3CCN2C(=O)CCc2ccccc2)cc1 (stereo not given),1,0.4,-0.1,7
CN(C)N1C(=O)/C(=C\c2cc3c(cc2[N+](=O)[O-])OCO3)SC1=Nc1ccccc1,19,1.4,0.5,-12
O=C1CCCN1CCC(=O)N1CCCC(CO)(Cc2ccccc2)C1 (stereo not given),7,0.1,0.0,-51

Additional records:
Molecule,MITF inh,GPR151 activ,FBW7 act,TEAD-YAP block
O=C(Cn1nc(-c2ccc3c(c2)OCCO3)ccc1=O)Nc1ccc(C(=O)NC2CC2)cc1,16,-1.2,1.5,-15
Cc1ccc(N(CC(=O)Nc2ccc(C(C)C)cc2)S(C)(=O)=O)cc1,15,-0.2,0.2,-72
O=C(CNS(=O)(=O)c1ccc(Br)cc1)Nc1cccc2ccccc12,13,-0.8,0.4,2
CCOC(=O)c1c[nH]c2ccc(C(C)C)cc2c1=O,17,-0.4,0.2,0
Nc1cc(=O)[nH]c(SCCOc2ccccc2)n1,-16,2.0,-0.2,-28
Cc1cc(NCCN2CCOCC2)nc(Nc2cnccn2)n1,4,-0.2,-0.1,8
O=C(COc1ccc(Cl)cc1)n1cnnc1,7,2.1,0.0,0
CCOC(=O)c1[nH]c(C)c(C(=O)NCc2ccccc2Cl)c1C,7,-0.2,-0.2,-4
CCC1(C)Cc2c(c(=O)n(-c3ccccc3)c3ncnc(N)c23)CO1 (stereo not given),9,-1.1,0.6,7
NC(=O)c1cc2ccccc2oc1=Nc1ccc(F)cc1,-6,-0.4,-0.1,-9
CC(=O)N1CCN(Cc2ccc3c(c2)CN(C(=O)c2ccc(Cl)cc2)CCO3)CC1,-7,3.8,0.0,6
CCCCCn1c(CN2CCN(c3ccccc3F)CC2)nc2c1c(=O)n(C)c(=O)n2C,-12,-0.5,-0.1,-7
Cc1cc(/C=C2/NC(=O)N(c3ccccc3)C2=O)c(C)n1C,17,0.5,-0.1,-6
Cc1cc(-c2ccco2)n(CC(=O)NCc2ccccc2)n1,-4,-0.9,-0.2,-2
CC(C)c1ccc(CN2CCC3(CCC(CNC(=O)c4ccnn4C)O3)CC2)cc1 (stereo not given),8,-0.9,-0.1,3
CC(NC(=O)c1cncc(Br)c1)C1CC2CCC1C2 (stereo not given),3,1.8,-0.1,6
CCOC(=O)c1c(NC(=O)COC(=O)c2ccc[nH]c2=O)sc2c1CCC(C)C2 (stereo not given),-6,0.1,0.0,1
Cc1ccc(-n2nc3cc(C)c(NC(=S)NC(=O)c4oc5ccccc5c4C)cc3n2)cc1,-6,1.0,-0.1,6
O=C(CSc1cccc[n+]1[O-])Nc1ccc(Cl)cc1F,6,0.6,0.1,4
COc1ccc(C2C(C#N)=C(N)OC3=C2C(=O)CC(c2ccc(C)cc2)C3)cc1 (stereo not given),-3,1.4,0.0,10
Cc1ccc(C(=O)N/N=C/c2ccc(N3CCOCC3)cc2)c(C)c1,13,-0.2,0.3,-18
COc1ccc(C2C(C(=O)Nc3ccc(OC)c(Cl)c3)c3ccccc3C(=O)N2Cc2ccc(F)cc2)cc1 (stereo not given),7,-0.7,0.0,12
O=C(C(Cl)Cl)N1CCN(c2ccc([N+](=O)[O-])cc2)CC1,-15,0.9,-0.1,13
C=CCOc1ccc(/C(O)=C2/C(=O)C(=O)N(CCN3CCOCC3)C2c2ccccn2)cc1 (stereo not given),18,-1.3,0.1,-36
